# CCHF vOTU inh = CCHFV vOTU protease inhibition | AID 651958 | inhibition, % at 11.5 µM | actives 0.55% (n = 370,000) | Pep-AMC fluorescence; in the data active means inhibition above about 30%; further: 0% = vehicle wells with enzyme and 100% = no enzyme wells
# PrPC surface inh = cell surface PrPC inhibition, primary TR-FRET screen; TR-FRET read-out; inhibition, % at 13.8 µM; actives 0.43% (n = 370,000); P04156; in the data active means inhibition above about 24%; further: 0% = median of the test wells and 100% = reference compound wells
# BoNT-A LC inh2 = inhibitors of Botulinum neurotoxin A light chain protease; multiplex microsphere protease substrate cleavage, flow cytometry; inhibition, % at 10 µM; actives 0.17% (n = 360,000); AID 588499; further: plate controls were buffer without enzyme for full effect and enzyme alone for no effect
# Anthrax LF inh2 = inhibitors of Bacillus anthracis lethal factor protease. multiplex microsphere protease cleavage assay, LF. P15917. inhibition, % at 10 µM. actives 0.12% (n = 360,000). AID 588501; further: plate controls were buffer without enzyme for full effect and enzyme alone for no effect
# Target sequence (P15917 whole entry, looked up): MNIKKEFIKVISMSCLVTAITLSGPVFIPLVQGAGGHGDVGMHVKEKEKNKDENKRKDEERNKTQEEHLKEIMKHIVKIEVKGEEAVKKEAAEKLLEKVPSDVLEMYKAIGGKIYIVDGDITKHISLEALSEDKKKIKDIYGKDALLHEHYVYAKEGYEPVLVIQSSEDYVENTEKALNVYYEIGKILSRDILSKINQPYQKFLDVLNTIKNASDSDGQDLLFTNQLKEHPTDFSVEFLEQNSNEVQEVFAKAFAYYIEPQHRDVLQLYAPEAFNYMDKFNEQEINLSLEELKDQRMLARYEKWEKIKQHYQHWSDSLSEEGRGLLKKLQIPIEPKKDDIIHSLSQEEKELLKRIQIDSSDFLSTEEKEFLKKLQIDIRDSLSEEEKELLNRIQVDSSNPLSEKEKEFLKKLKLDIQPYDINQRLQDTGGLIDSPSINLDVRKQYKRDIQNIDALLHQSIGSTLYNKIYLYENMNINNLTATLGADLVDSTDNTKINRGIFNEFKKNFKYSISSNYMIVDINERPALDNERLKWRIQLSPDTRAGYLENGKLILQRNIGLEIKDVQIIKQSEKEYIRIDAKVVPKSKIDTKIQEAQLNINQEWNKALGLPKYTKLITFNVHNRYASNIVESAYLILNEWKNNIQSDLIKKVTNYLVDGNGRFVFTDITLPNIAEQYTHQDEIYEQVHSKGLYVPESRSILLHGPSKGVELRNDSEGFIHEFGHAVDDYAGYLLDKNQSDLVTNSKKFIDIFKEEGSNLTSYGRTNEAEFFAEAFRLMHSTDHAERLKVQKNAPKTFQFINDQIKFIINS
# MazF activator = increases E. coli MazEF RNase cleavage of RNA. P0AE70. FAM/BHQ RNA-DNA oligo cleavage fluorescence, 5 h. activation, % at 20 µM. actives 0.32% (n = 350,000). AID 504720; in the data active means activation above about 50%
# SSB-PriA inh = blocks PriA binding to SSB C-terminal tail. AID 1272365. AlphaScreen SSBct-PriA binding, biotinylated peptide. actives 0.6% (n = 430,000). inhibition, % at 33 µM; in the data active means inhibition mostly above about 37%, no sharp cut-off; inactive means mostly below about 20%;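 further: plate controls were negative control peptide for no effect and reference peptide for full effect; strong numbers were not always called active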
# DUSP3 inh = inhibitors of human VHR1 phosphatase (DUSP3); inhibition, % at 13.3 µM; actives 0.52% (n = 290,000); recombinant VHR phosphatase, pNPP absorbance; in the data active means inhibition above about 50%; further: some compounds called inactive have numbers as strong as hits
# 3CLpro inhibitor = SARS-CoV 3CLpro protease inhibition; P0C6X7; recombinant SARS-CoV 3CLpro, quenched FRET peptide cleavage; inhibition, % at 6 µM; actives 0.14% (n = 290,000); in the data active means inhibition above about 12%
# Rv3671c inh = inhibitors of M. tuberculosis serine protease Rv3671c. actives 0.048% (n = 320,000). P9WHR9. inhibition, % at 5.96 µM. AID 2606; in the data active means inhibition above about 38%;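 further: extracellular domain of Rv3671c used as enzyme; 0% = enzyme with DMSO and 100% = no enzyme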
# BoNT-F LC inh = inhibitors of Botulinum neurotoxin F light chain protease; Multiplex microsphere protease cleavage assay, flow cytometry; inhibition, % at 10 µM; actives 0.22% (n = 360,000); AID 588497; in the data active means inhibition above about 35%, passing the limit was not always enough; inconclusive means no clear call, values can overlap the other calls; further: plate controls were buffer without enzyme for full effect and enzyme alone for no effect
# * marks the source's active call; other numbers are inactive results; u = inconclusive; x = no result given. Unless noted, no stated cut-off is given here; in the data, active means inhibition above about 30%; inconclusive means no clear call, values can overlap the other calls; inactive means below that. These rows are one share of the data (hit frequency here may not be typical).
item	smiles	CCHF vOTU inh	PrPC surface inh	BoNT-A LC inh2	Anthrax LF inh2	MazF activator
1	Cc1cccc(NC(=O)Nc2cnccn2)c1C	9	-4	1.3	1	-2
2	O=c1cc(O)c2sc(Nc3cccc(C(F)(F)F)c3)nc2[nH]1	-6	1	0.9	1	2
3	O=C(O)c1cccc(CN2C(=O)S/C(=C/c3ccccc3[N+](=O)[O-])C2=O)c1	7	-4	x	x	-2
4	Cc1c(NC(=O)CN2CCN(c3ccc(F)cc3)CC2)c(=O)n(-c2ccccc2)n1C	5	2	1.0	-2	-2
5	O=C(Cn1c(-c2ccccn2)nc2ccccc21)NCCN1CCOCC1	6	7	0.6	-4	-3
6	CC(C)(C)c1ccc(C(=O)Nc2ccc(CC(=O)O)cc2)o1	-8	6	-0.9	0	1
7	CN(C)CC(C)(C)CNC(=O)CC1C(=O)NCCN1Cc1ccc(-c2ccccc2)cc1 (centres undefined)	7	-6	-0.2	2	-7
8	CN(C)S(=O)(=O)c1cccc(NC(=O)C2CCN(S(=O)(=O)c3cccs3)CC2)c1	-5	1	0.5	6	9
9	COc1ccccc1CN1CC(C(=O)NCc2cc(C(C)C)no2)CCC1=O (centres undefined)	-6	-1	x	x	2
10	COc1ccc(CCNC(=S)NC2CCN(Cc3ccccc3)CC2)cc1OC	-5	-1	-0.8	0	1

item	SSB-PriA inh	DUSP3 inh	3CLpro inhibitor	Rv3671c inh	BoNT-F LC inh
1	-35	34	-4	-2	-1
2	-1	4	-7	2	2
3	1	29	3	-5	x
4	-2	27	2	-4	-7
5	-10	10	-2	4	3
6	-3	28	5	-4	-6
7	2	25	3	-9	4
8	-8	x	x	-4	5
9	-11	-6	-1	7	x
10	2	-15	4	3	6

# (next part)
item	smiles	CCHF vOTU inh	PrPC surface inh	BoNT-A LC inh2	Anthrax LF inh2	MazF activator
11	COc1ccc(CNCCS(=O)(=O)NCc2ccccc2)cc1	3	-5	-0.5	3	-6
12	CC12Cc3cn[nH]c3C=C1CCC1C2CCC2(C)C1CCC2(C)O (centres undefined)	-11	3	-0.8	-7	3
13	Cc1noc(C)c1COc1cccc(C(=O)N2CCc3ccccc32)c1	-5	4	-0.9	-3	6
14	Cc1ccc([C@@H]2CC(=O)[C@@H]3CN(S(=O)(=O)c4ccccc4C)[C@H](c4ccc(Cl)cc4)C[C@@H]3N2S(=O)(=O)c2ccc(C)cc2)cc1	17	-4	0.0	-2	-42
15	Cc1nc2sc(C(c3ccco3)N3CCc4ccccc4C3)c(O)n2n1 (centres undefined)	-3	-1	1.2	-8	17
16	C=CCn1c(O)c(/C=C2\C=Nc3ccccc32)c(=O)[nH]c1=O	-11	-4	0.6	-8	-3
17	Cc1ccc2c(c1)c1cccc3c1n2CCN3CCC(N)=O	x	x	0.4	-8	3
18	O=C(COC(=O)c1cccnc1Cl)c1ccc(Cl)s1	0	4	x	x	-9
19	C#CCOCCOCCOCCNc1nc(N2CCN(C(=O)[C@H](CCCCN)n3cc([C@@H](N)CO)nn3)CC2)nc(N2CCN(C(=O)[C@H](Cc3ccc(O)cc3)n3cc([C@@H](N)CC(C)C)nn3)CC2)n1	14	5	-0.5	-6	8
20	Cn1c(SCc2ccccc2)nnc1-c1ccc(O)cc1	20	4	-0.6	-3	5

item	SSB-PriA inh	DUSP3 inh	3CLpro inhibitor	Rv3671c inh	BoNT-F LC inh
11	4	x	x	x	-4
12	1	x	x	x	-10
13	4	16	6	6	-6
14	x	x	x	x	2
15	1	x	-5	-8	0
16	x	14	0	-4	5
17	58*	3	7	6	-26
18	-11	x	x	-8	x
19	-4	26	-2	-11	-10
20	-9	16	-1	6	u

# (listing goes on)
item	smiles	CCHF vOTU inh	PrPC surface inh	BoNT-A LC inh2	Anthrax LF inh2	MazF activator
21	COc1ccc(Nc2ccc(C(N)=O)cc2[N+](=O)[O-])cc1	-10	-45	-0.7	-8	5
22	CCC(=O)OCn1nnc2ccccc2c1=O	-7	4	-1.1	-4	2
23	O=C(NCC(F)(F)F)Nc1ccccn1	-7	-5	u	-2	7
24	CCOc1cccc(C(=O)NC(=S)Nc2ccc(N3CCN(CC)CC3)cc2)c1	-6	-2	-0.6	-4	0
25	O=C(CCNC(=O)c1ccc([N+](=O)[O-])cc1)Nc1cccc(S(=O)(=O)N2CCOCC2)c1	-19	-34	-2.9	-6	-1
26	Cc1c(NC(=O)C23CC4CC(CC(C4)C2)C3)c(=O)n(-c2ccccc2)n1C	11	-3	3.2	20	9
27	CCN(CC(=O)NC1CCCCCC1)S(=O)(=O)c1ccccc1	1	3	-0.5	-2	1
28	CSCCC(NC(=O)c1c(C)oc2c1CCCC2)C(=O)O (centres undefined)	-1	-4	-2.0	-2	-1
29	COc1cccc(-c2cnc(C(O)c3cc(Cl)cc(Cl)c3)[nH]2)c1 (centres undefined)	9	-2	-0.2	-3	x
30	O=C(CCS(=O)(=O)c1ccc(Br)cc1)NCCc1ccc(Cl)cc1	9	4	-1.5	-9	4

item	SSB-PriA inh	DUSP3 inh	3CLpro inhibitor	Rv3671c inh	BoNT-F LC inh
21	0	2	1	-4	-13
22	-9	-12	-7	5	-9
23	-6	12	0	-3	0
24	24	29	0	5	-3
25	-6	x	x	-1	-5
26	0	25	-2	-2	-7
27	4	-5	-1	6	7
28	-10	4	0	-7	-1
29	x	x	x	x	-9
30	-12	x	1	-5	5

# Grouped by structure, those above containing an NH in an aromatic ring (four)
item	smiles	CCHF vOTU inh	PrPC surface inh	BoNT-A LC inh2	Anthrax LF inh2	MazF activator
2	O=c1cc(O)c2sc(Nc3cccc(C(F)(F)F)c3)nc2[nH]1	-6	1	0.9	1	2
12	CC12Cc3cn[nH]c3C=C1CCC1C2CCC2(C)C1CCC2(C)O (centres undefined)	-11	3	-0.8	-7	3
16	C=CCn1c(O)c(/C=C2\C=Nc3ccccc32)c(=O)[nH]c1=O	-11	-4	0.6	-8	-3
29	COc1cccc(-c2cnc(C(O)c3cc(Cl)cc(Cl)c3)[nH]2)c1 (centres undefined)	9	-2	-0.2	-3	x

item	SSB-PriA inh	DUSP3 inh	3CLpro inhibitor	Rv3671c inh	BoNT-F LC inh
2	-1	4	-7	2	2
12	1	x	x	x	-10
16	x	14	0	-4	5
29	x	x	x	x	-9

# Further compounds follow.
item	smiles	CCHF vOTU inh	PrPC surface inh	BoNT-A LC inh2	Anthrax LF inh2	MazF activator
31	C=C(C)C1Cc2c(C)nn(-c3ccccc3)c2C1 (centres undefined)	11	1	-0.9	-1	-1
32	COc1cccc(OCC(=O)N2CCN(C)CC2)c1	-14	-4	-1.2	-4	2
33	CCCNc1c(N)c(=O)c1=O	-7	7	-6.6	u	4
34	O=C(CCc1nnc(CCCCc2ccccc2)o1)N1CCCC(O)C1 (centres undefined)	9	0	-0.5	9	8
35	COC(=O)C1ON2OC(C(=O)OC)C(C(=O)OC)C2C1CC(C)=O (centres undefined)	-2	6	0.3	1	-16
36	Cc1ccc(N2CC(C(=O)OCC(=O)Nc3c(C)cccc3C)CC2=O)cc1 (centres undefined)	7	4	0.2	3	7
37	COc1ccc(CCC(=O)NNC(=S)NCc2ccc(F)cc2)cc1	0	-2	0.8	-3	3
38	COc1ccc(NC2=Nc3ccccc3N[C@@]23C[C@H]2CCCC(=O)N4CC[C@@H](C3)[C@@H]24)cc1	0	8	0.4	-6	4
39	COc1ccc(C(C)=O)cc1CSc1nnc(-c2ccncc2)o1	10	0	0.7	-2	9
40	CC(C)(C)NC(=O)C(c1ccncc1)N(C(=O)Cn1nnc(-c2ccc(F)cc2)n1)c1ccc(F)cc1 (centres undefined)	19	2	-0.1	0	20

item	SSB-PriA inh	DUSP3 inh	3CLpro inhibitor	Rv3671c inh	BoNT-F LC inh
31	-36	21	0	-3	-4
32	-7	3	-2	4	-6
33	-6	-1	-1	-4	-24
34	11	-3	-2	-3	-10
35	-7	34	0	5	-8
36	x	x	x	x	1
37	-11	27	3	7	2
38	19	x	x	x	-12
39	10	-7	2	-5	14
40	-6	17	2	-8	-4

# New compounds follow.
item	smiles	CCHF vOTU inh	PrPC surface inh	BoNT-A LC inh2	Anthrax LF inh2	MazF activator
41	Cc1ccc(-c2nnc(N)o2)cc1	-2	11	0.4	0	2
42	CCCC1=[N+](CC(=O)c2ccc(C)cc2)CCn2cccc21	-10	4	3.0	-2	8
43	CCOC(=O)N1CCN(C(=O)/C(=C/c2cccc3ccccc23)NC(=O)c2ccc(OC)cc2)CC1	-1	-6	-2.1	-2	12
44	COC(=O)c1ccc(Oc2cc(C)nc(SC)n2)cc1	0	13	0.7	1	3

item	SSB-PriA inh	DUSP3 inh	3CLpro inhibitor	Rv3671c inh	BoNT-F LC inh
41	-6	9	-6	1	-1
42	11	-5	4	-7	-11
43	12	-12	-1	-14	-5
44	-8	4	0	-11	-4

# One compound at a time, as listed above. Order of screens: CCHF vOTU inh, PrPC surface inh, BoNT-A LC inh2, Anthrax LF inh2, MazF activator, SSB-PriA inh, DUSP3 inh, 3CLpro inhibitor, Rv3671c inh, BoNT-F LC inh
# Listed for `CCOC(=O)N1CCN(C(=O)/C(=C/c2cccc3ccccc23)NC(=O)c2ccc(OC)cc2)CC1` : -1, -6, -2.1, -2, 12, 12, -12, -1, -14, -5
# Listed for `Cc1ccc(-c2nnc(N)o2)cc1` : -2, 11, 0.4, 0, 2, -6, 9, -6, 1, -1
